proCasp7 act = activates human procaspase-7, counter-screen for procaspase-3 activators | P55210 | recombinant procaspase-7, Ac-DEVD-pNA absorbance 405 nm; D23A/D198A/D206A triple mutant, cannot self-cleave; scale: DMSO 0, 5 µM enzyme 100 | activation, % at 8.5 µM | hit rate 0.093% among 330,000 | AID 463210;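 active means percent activation above the screen-wide mean plus 3 SD, cut at about 25% in these data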
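Assay system: Uncleavable procaspase-7 mutant enzyme | Input: 2 µM procaspase-7 mutant as dispensed | Timing: 1 h compound preincubation, 2 h substrate cleavage, 25 °C | Repeats: One well per compound | Control set: DMSO wells as 0%, DMSO with 5 µM added PC-7 as 100% | Technique: Epi-absorbance of released pNA at 405 nm, two timepoints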
GRK2 inh = human GRK2 inhibition via aptamer displacement; bead flow cytometry, FAM-aptamer displacement from GRK2; inhibition of aptamer binding, % at 10 µM; hit rate 0.59% among 330,000; P25098;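 active means inhibition of aptamer binding above 40%, roughly 3 SD of noise, on plates passing a quality check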;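 further: median bead fluorescence of bound FAM aptamer so fluorescent compounds give negative values; no value below 0 was filed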
JMJD2C inh = blocks human GASC-1 demethylase activity; Q9H3R0; GST-JMJD2C(1-420) H3K9me3 demethylation, DELFIA europium; inhibition, % at 2.35 µM; hit rate 0.069% among 330,000;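 active means more than half of a compound's replicate wells show inhibition beyond 50%, single wells judged on their own value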;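 further: signal counts dimethyl H3K9 product captured on neutravidin plate; 0% = median of DMSO wells and 100% = 0.3 times that DMSO median; strong numbers were not always called active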
core dimer inh = HCV core protein dimerization inhibition | AID 1899 | TR-FRET GST/Flag-core106 dimerization, 1536-well | hit rate 0.33% among 300,000 | inhibition, % at 5 µM;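 active means inhibition above the mean of all tested compounds plus 3 SD, set per screening campaign, cut at about 45% in these data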
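Test system: GST/Flag-tagged HCV core106 proteins; Medium: KF-containing HEPES buffer, pH 7.45, DTT, CHAPS, BSA; Times: compound-protein-antibody incubation 4 h at 22.5 °C; Detection: TR-FRET 671 and 617 nm emission; Benchmarks: wells lacking GST-core106 and wells with excess unlabelled core106.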
VLA-4 inh = inhibition in a human VLA-4 binding assay. P13612. VLA-4 expressing cells, ligand binding flow cytometry. inhibition, % (about 7 µM as worked out from the volumes in the protocol). hit rate 0.2% among 330,000. AID 2557; in the data active means inhibition above about 50%
Target sequence (P13612 whole entry, looked up): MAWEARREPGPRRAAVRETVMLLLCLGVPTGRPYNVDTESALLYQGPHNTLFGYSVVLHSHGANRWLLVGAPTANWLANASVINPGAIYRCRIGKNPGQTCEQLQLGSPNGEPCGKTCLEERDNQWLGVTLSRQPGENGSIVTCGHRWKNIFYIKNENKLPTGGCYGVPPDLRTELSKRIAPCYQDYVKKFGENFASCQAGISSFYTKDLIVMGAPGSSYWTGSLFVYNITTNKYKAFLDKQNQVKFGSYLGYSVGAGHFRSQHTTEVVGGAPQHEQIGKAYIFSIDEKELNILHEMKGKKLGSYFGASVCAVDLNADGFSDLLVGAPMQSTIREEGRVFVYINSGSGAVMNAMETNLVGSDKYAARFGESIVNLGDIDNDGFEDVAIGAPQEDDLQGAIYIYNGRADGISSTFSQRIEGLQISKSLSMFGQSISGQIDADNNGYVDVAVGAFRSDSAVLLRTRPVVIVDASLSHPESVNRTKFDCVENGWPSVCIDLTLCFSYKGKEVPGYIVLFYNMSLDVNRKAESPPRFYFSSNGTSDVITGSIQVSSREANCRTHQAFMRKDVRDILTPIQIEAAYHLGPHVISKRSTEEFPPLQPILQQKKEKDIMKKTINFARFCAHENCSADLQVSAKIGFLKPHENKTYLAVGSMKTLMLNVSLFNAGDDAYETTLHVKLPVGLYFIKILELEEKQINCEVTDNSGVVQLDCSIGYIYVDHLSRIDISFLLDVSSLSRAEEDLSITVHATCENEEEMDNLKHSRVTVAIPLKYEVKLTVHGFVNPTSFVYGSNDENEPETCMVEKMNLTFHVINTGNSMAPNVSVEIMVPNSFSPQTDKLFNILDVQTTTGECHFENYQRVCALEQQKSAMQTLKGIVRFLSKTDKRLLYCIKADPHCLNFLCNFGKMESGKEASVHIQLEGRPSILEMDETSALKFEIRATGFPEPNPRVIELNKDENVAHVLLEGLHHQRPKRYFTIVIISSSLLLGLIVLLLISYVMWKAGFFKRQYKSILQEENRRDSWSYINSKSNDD
PP1 inh = blocks human PP1-alpha phosphatase, a PP5 counter-screen. P62136. purified PP1alpha, OMFP fluorescence. inhibition, % at 6.7 µM. hit rate 0.9% among 320,000. AID 2235;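 active means inhibition above the mean inhibition of all tested compounds plus 3 SD, computed separately for each screening campaign, cut at about 15% in these data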
proCasp3 act = activators of human procaspase-3; P42574; AID 463141; recombinant procaspase-3 D3A, Ac-DEVD-pNA absorbance 405 nm; hit rate 0.11% among 330,000; activation, % at 8.5 µM;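 active means activation above the mean of all tested compounds plus 3 SD, cut at about 21% in these data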;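 further: 0% = DMSO alone and 100% = DMSO wells spiked with extra 5 µM PC-3 D3A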
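Compound: 8.5 µM single point, 0.8% DMSO / Material: Autoprocessing-dead procaspase-3 D3A mutant enzyme / Timing: 1 h preincubation plus 2 h reaction at 25 °C / Medium: Zinc-free HEPES/NaCl buffer with 0.01% Triton X-100 at pH 7.4 / Technique: 405 nm absorbance of p-nitroaniline, reads at 0 and 120 min / Repeats: one well per compound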
PP5 inh = PP5 (human) phosphatase inhibition. inhibition, % at 6.7 µM. AID 1987. hit rate 0.18% among 320,000. purified PP5c, OMFP substrate fluorescence;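 active means inhibition above the campaign's mean inhibition across all tested compounds plus 3 SD, cut at about 9.5% in these data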;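 further: 0% = DMSO only and 100% = 100 µM cantharidin control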
Fh CTSL1 inh = cathepsin L1 inhibition, PFM18AAP counter-screen | hit rate 0.49% among 300,000 | inhibition, % at 5.96 µM | recombinant F. hepatica cathepsin L1, Z-Leu-Arg-MCA fluorescence;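 active means inhibition above the mean of all tested compounds plus 3 SD, set per screening campaign, cut at about 17% in these data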;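 further: 0% = plate median of test compound wells and 100% = 1 µM Z-Phe-Ala-diazomethylketone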
An asterisk follows results filed as active; . = no result given.

SMILES	proCasp7 act	GRK2 inh	JMJD2C inh	core dimer inh	VLA-4 inh	PP1 inh	proCasp3 act	PP5 inh	Fh CTSL1 inh
COc1ccc(OC2CCN(S(=O)(=O)c3ccc(F)cc3)CC2)cc1	2	2	21	-9	-10	0	11	4.5	3
C[C@@H]1CN(Cc2nc(-c3ccc(Cl)cc3)no2)C[C@H](C)O1	3	0	-3	-3	0	-5	3	-2.9	-3
CC(C)CNC(=O)CSc1n[nH]c(=O)n1CCc1ccccc1	-5	0	-12	-1	7	2	4	-0.5	1
CC(=O)Nc1ccc(C(=O)OCC(=O)N2CCCC2=O)cc1	3	2	-8	.	7	.	3	.	.
CCOC(=O)C1=C(C)C2C3C(=O)N(c4cc(C)ccc4C)C(=O)C3C1(C)C1C(=O)N(c3cc(C)ccc3C)C(=O)C21 (centres undefined)	-6	0	-5	22	-12	7	5	5.2	-1
COc1ccc(NC(=O)c2c(F)cccc2F)cc1S(=O)(=O)Nc1ccc(Br)cc1	-3	0	19	8	0	2	7	3.4	0
CCOC(=O)Cn1nc(C)c2ccccc2c1=O	12	0	6	0	12	1	3	-2.8	0
COc1ccc(OCCSc2nnc(-c3ccc(OC)cc3)n2N)cc1	0	2	25	0	5	0	-3	-0.7	-2
NC(=O)COc1ccccc1C(=O)NC12CC3CC(CC(C3)C1)C2	2	1	4	2	5	-2	8	0.2	-1
CC1CN(C(c2cccs2)c2sc3ncnn3c2O)CC(C)O1 (centres undefined)	2	0	-20	-4	6	-2	-2	1.2	-2
Cc1cc(C)nc(NS(=O)(=O)c2ccc(NC(=O)CCN3C(=O)c4ccccc4C3=O)cc2)n1	-5	2	-24	-4	1	4	-5	-0.8	-2
CCCCn1c(O)c(N=Nc2ccccn2)c2ccccc21	-13	0	2	-7	13	-1	3	0.5	3
CC(C)C(=O)NC(Nc1ccc(S(N)(=O)=O)cc1)C(Cl)(Cl)Cl (centres undefined)	7	1	9	3	12	-2	-1	-2.0	-2
Cn1c(SCC#N)nnc1-c1cccnc1	6	8	11	-6	11	-1	9	-0.1	-1
CCOc1nc(C)ccc1-c1noc(CC)n1	5	0	-3	0	23	-2	-7	0.2	1
O=C1CCC(/C=C/c2ccccc2)=NN1Cc1ccc(Cl)c(Cl)c1	-1	2	4	0	20	2	-2	4.8	1
O=C(COC(=O)Cn1cnc2ccccc21)Nc1ccc2c(c1)OCCO2	3	1	-8	-4	20	2	4	1.6	0
CCOCCCNC(=O)C1CCN(S(=O)(=O)CC)CC1	10	0	-5	-1	-59	3	0	3.1	-2
Cc1ccc(S(=O)(=O)N2CCOCC2)cc1C(=O)O	4	1	0	-3	9	1	-6	-0.4	2
COc1ccccc1N1CCN(C(=O)c2cc3c(C)nc4ccccc4c3o2)CC1	3	0	2	9	8	-7	-4	1.6	1
O=[N+]([O-])c1cc(/C=N/N2CCN(c3ccccc3)CC2)ccc1Cl	5	3	-6	6	-8	-4	-1	0.6	0
CN1CCN(c2oc(-c3ccco3)nc2S(=O)(=O)c2ccccc2)CC1	-5	3	-3	-7	13	-3	-5	0.2	6
O=C(Nc1ccc(S(=O)(=O)Nc2ncccn2)cc1)c1ccccc1	9	0	-1	-4	1	0	0	-2.0	-4
N#Cc1c(-c2ccccc2)nc2n1CCS2	5	2	-3	-3	0	1	-1	-0.1	0
COc1ccc(CNC(=O)c2nn(-c3ccccc3)cc2OC)cc1	6	3	10	16	7	1	1	2.0	0

Reformatted with bars between the fields: entries from further up.
structure | proCasp7 act | GRK2 inh | JMJD2C inh | core dimer inh | VLA-4 inh | PP1 inh | proCasp3 act | PP5 inh | Fh CTSL1 inh
CC(=O)Nc1ccc(C(=O)OCC(=O)N2CCCC2=O)cc1 | 3 | 2 | -8 | . | 7 | . | 3 | . | .
CCOC(=O)C1=C(C)C2C3C(=O)N(c4cc(C)ccc4C)C(=O)C3C1(C)C1C(=O)N(c3cc(C)ccc3C)C(=O)C21 (centres undefined) | -6 | 0 | -5 | 22 | -12 | 7 | 5 | 5.2 | -1

More compounds follow.
SMILES	proCasp7 act	GRK2 inh	JMJD2C inh	core dimer inh	VLA-4 inh	PP1 inh	proCasp3 act	PP5 inh	Fh CTSL1 inh
Cc1ccc(C(=O)NCC(=O)OCC(=O)Nc2cc(C)c(C)cc2[N+](=O)[O-])cc1	1	2	3	2	0	-3	3	1.4	-8
CCOc1ccc(N(CC(=O)NCc2ccc(F)cc2)S(=O)(=O)c2c(C)noc2C)cc1	5	0	-14	-1	-13	-3	7	-1.4	2
COc1cc2[nH]c(=S)n(CCN3CCOCC3)c(=O)c2cc1OC	6	0	-6	-5	12	-6	0	-1.2	4
CC(C)C(OC(=O)c1cccs1)C(=O)NCc1cccs1 (centres undefined)	-3	1	1	1	-3	-2	6	0.6	-11
Cc1ccc(-n2c(SCC(N)=O)nnc2-c2ccco2)cc1	-1	0	-3	-4	13	-2	-4	1.7	-2
O=C(C1CCCCC1)N1CCN(S(=O)(=O)c2ccc(Br)cc2)CC1	2	0	-16	7	0	0	-9	2.5	-2
COc1cc(C2C(C#N)=C(N)OC3=C2C(=O)CCC3)cc2c1OCO2 (centres undefined)	-10	0	-16	-13	6	1	-5	-0.4	-4
CC1=C(C(=O)OC2CCCCCCC2)C(c2cc3c(cc2Br)OCO3)CC(=O)N1 (centres undefined)	-5	6	17	21	18	0	-1	4.2	2
CCOC(=O)C1C(=O)CC(C)(O)C(C(=O)OCC)C1c1ccc(SC)cc1 (centres undefined)	-1	1	-16	-7	-4	2	4	1.4	4
COc1ccccc1NS(=O)(=O)c1ccc(C(=O)N2CCCC(C(F)(F)F)C2)cc1 (centres undefined)	-1	0	-22	.	0	0	2	-1.8	.
Cc1ccc(C(=O)C(OC(=O)CNS(=O)(=O)c2ccccc2)c2ccccc2)cc1 (centres undefined)	12	2	6	2	10	1	9	5.1	-41
Cn1c(/C(C#N)=C/Nc2ccccn2)nc2ccccc21	-17	0	-15	1	-8	0	-2	-2.9	3
COc1ccc(NC(=O)c2cc(-c3ccc(C)cc3O)n[nH]2)c(OC)c1	4	0	7	13	4	-3	0	0.6	4
O=C(CS(=O)(=O)c1ccc(F)cc1)Nc1nnc(-c2cccs2)o1	12	0	-9	3	7	-7	0	0.8	-1
CCOC(=O)Cc1csc(NC(=O)c2c(O)c3ccccc3n(CC(C)C)c2=O)n1	-4	2	-5	9	13	-1	-3	-2.3	3
CS(=O)(=O)Nc1ccccc1C(=O)N1CCCC1	-2	0	-3	0	11	2	-5	1.5	-4
O=C(Cn1nnc2ccccc21)N/N=C\c1cccs1	-1	2	-7	-4	16	0	8	2.1	3
NC(=S)c1ccc(C(N)=S)o1	4	1	-1	2	-9	-6	0	1.3	-6
COc1cccc(CNC(=O)c2ccc(Cl)c(S(=O)(=O)N3CCOCC3)c2)c1	2	0	.	.	0	0	5	1.4	.
O=C(CCNS(=O)(=O)c1ccccc1)N1CCN(c2ccccc2F)CC1	5	1	3	-2	12	-6	-3	1.4	-2
COc1ccc(-n2nc(C(=O)NCC(=O)NCCCN3CC(C)CC(C)C3)c3ccccc3c2=O)cc1 (centres undefined)	3	0	0	-26	7	6	1	3.0	-2
O=C(Cc1cccc(C(F)(F)F)c1)Nc1ccc(S(=O)(=O)N2CCCC2)cc1	-1	0	-9	-3	9	0	7	6.1	-4
O=C1c2ccccc2C(Nc2cccnc2)N1Cc1ccccc1Cl (centres undefined)	-2	0	-4	-9	0	-5	0	3.9	-3
Fc1cccc(Cl)c1Cn1nnc2c(NCc3ccccn3)ncnc21	3	0	-5	3	8	3	5	0.6	6
Cc1cccc(NC(=O)Cn2nnc(-c3ccc(CN4CCCC4)cc3)n2)c1C	-4	0	-13	8	-7	4	13	0.7	-3
Continued:
SMILES	proCasp7 act	GRK2 inh	JMJD2C inh	core dimer inh	VLA-4 inh	PP1 inh	proCasp3 act	PP5 inh	Fh CTSL1 inh
CC1CCc2c(C(=O)Oc3cccc(-n4cnnn4)c3)csc2C1 (centres undefined)	0	1	0	4	3	7	0	4.7	5
Cc1nn(-c2ccc(F)cc2F)c2c1-c1nc(N3CCCC3)ncc1CC2	-6	2	-3	2	-4	3	-6	3.7	0
O=C(NCc1cccc(F)c1)c1cccc2c1C(=O)c1ccc(Cl)cc1S2(=O)=O	-2	0	1	.	9	.	-5	.	.
CCCC(=O)N(CCN1CCOCC1)c1nc2c(C)cccc2s1	-5	2	-6	-2	34	3	7	-1.0	1
O=C(O)C(CO)(c1ccccc1)c1ccccc1	-1	5	-8	-10	18	-3	2	1.1	-1
NNc1nnc2c3cc(F)ccc3n(CCc3ccccc3)c2n1	-4	1	-11	8	7	9	-2	1.7	5
COCCNC(=O)CN(Cc1ccco1)C(=O)CCC(=O)Nc1nccs1	5	2	-2	10	2	-3	4	-0.2	-1
CCOC(=O)N1CCC(N2C(=O)c3ccc(C(=O)NCCOC)cc3C2=O)CC1	-10	1	1	2	36	0	0	1.6	-2
C=CCN1N=C(/C=C/c2ccc(OC)cc2)CCC1=O	-2	0	-3	-1	0	-4	9	0.4	4
C=C(C)CN(CC)C(=O)CC1C(=O)NCCN1Cc1c(F)cccc1Cl (centres undefined)	10	0	-2	-8	6	0	5	2.5	-1
O=C(CSc1nnc(-c2cccnc2)n1Cc1ccco1)c1ccc2ccccc2c1	-3	0	5	25	1	0	-11	3.8	1
CC(=O)c1ccc(NC(=O)COC(=O)c2ccc(F)cc2F)cc1	1	0	13	-2	11	-3	0	0.0	-1
NS(=O)(=O)c1ccc(NC(=O)C2Cc3ccccc3CN2C(=O)c2ccco2)cc1 (centres undefined)	-26	8	3	38	14	1	-3	0.5	3
COc1ccc(C(CNC(=O)c2cccc(S(=O)(=O)Nc3ccc(C)cc3)c2)N2CCCCC2)cc1 (centres undefined)	2	0	-5	-2	8	-3	-2	1.2	0
COc1ccc(S(=O)(=O)Nc2ccc3c(c2)C(=O)N([C@H](C)CO)C[C@H](C)[C@@H](CN(C)C(=O)NC(C)C)O3)cc1	1	0	.	.	1	.	3	.	.
CC1(C)NC(=O)N(CCOCCSc2ccccc2)C1=O	4	0	80	3	-2	-5	-1	-0.2	-2
COc1ccc(OCCCC(=O)NCCc2nc3ccccc3[nH]2)cc1	2	2	-20	6	-4	0	1	2.7	-2
Cc1c(C)c2ccc(OCC(=O)NC(Cc3ccc(Cl)cc3)C(=O)O)cc2oc1=O (centres undefined)	-5	2	.	0	23	-1	5	-0.5	0
COc1ccc(-c2c(C(C)=O)c(C)nc3sc4c(=N)n(N)cnc4c23)cc1	-2	0	6	5	-10	-1	0	4.5	2

In the list so far, these contain a COOH group:
SMILES	proCasp7 act	GRK2 inh	JMJD2C inh	core dimer inh	VLA-4 inh	PP1 inh	proCasp3 act	PP5 inh	Fh CTSL1 inh
Cc1ccc(S(=O)(=O)N2CCOCC2)cc1C(=O)O	4	1	0	-3	9	1	-6	-0.4	2
O=C(O)C(CO)(c1ccccc1)c1ccccc1	-1	5	-8	-10	18	-3	2	1.1	-1
Cc1c(C)c2ccc(OCC(=O)NC(Cc3ccc(Cl)cc3)C(=O)O)cc2oc1=O (centres undefined)	-5	2	.	0	23	-1	5	-0.5	0

Screens as filed in PubChem.
